Bioassay records (PubChem BioAssay)
PrPC surface inh: inhibitors of human cell surface prion protein PrPC. 0.43% of 370,000 active. TR-FRET read-out. AID 720596. inhibition, % at 13.8 µM. P04156; in the data active = inhibition above about 24%; also: 0% = median of the test wells and 100% = reference compound wells
UGM FP inh: inhibitors of M. tuberculosis UDP-galactopyranose mutase | P9WIQ1 | purified UGM, fluorescence polarization probe displacement | inhibition, % at 10 µM | 0.06% of 320,000 active | AID 504406; in the data active = inhibition above about 10%, passing the limit was not always enough; inconclusive = no clear call, values can overlap the other calls
Target sequence (P9WIQ1 whole entry, looked up): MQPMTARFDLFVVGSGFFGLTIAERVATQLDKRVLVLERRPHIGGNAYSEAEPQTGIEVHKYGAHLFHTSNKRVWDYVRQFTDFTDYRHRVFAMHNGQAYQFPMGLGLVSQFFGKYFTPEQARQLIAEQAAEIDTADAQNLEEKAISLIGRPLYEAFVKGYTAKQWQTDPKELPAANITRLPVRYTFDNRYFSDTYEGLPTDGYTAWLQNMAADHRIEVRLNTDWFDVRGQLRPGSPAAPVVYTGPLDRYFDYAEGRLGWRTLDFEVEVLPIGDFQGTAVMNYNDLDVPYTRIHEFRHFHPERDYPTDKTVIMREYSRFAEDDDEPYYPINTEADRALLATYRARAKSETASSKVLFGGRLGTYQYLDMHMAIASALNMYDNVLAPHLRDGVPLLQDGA
MazEF act: increases E. coli MazEF RNase cleavage of RNA | P0AE70 | FAM/BHQ RNA-DNA oligo cleavage fluorescence, 5 h | 0.32% of 350,000 active | AID 504720 | activation, % at 20 µM; in the data active = activation above about 50%
Target sequence (P0AE70 whole entry, looked up): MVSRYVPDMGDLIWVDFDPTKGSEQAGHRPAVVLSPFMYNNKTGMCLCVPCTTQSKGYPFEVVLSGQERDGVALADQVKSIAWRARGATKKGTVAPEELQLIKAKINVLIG
FadD28 binding: M. tuberculosis FadD28 bisubstrate binding inhibition; 0.22% of 360,000 active; FadD28 bisubstrate probe binding, fluorescence polarization; inhibition, % at 12.5 µM; in the data active = inhibition above about 8.5%, passing the limit was not always enough; inconclusive = no clear call, values can overlap the other calls
GDH-TPI inh: GDH-TPI coupled enzyme inhibition counter-screen. GDH-TPI coupled enzyme counterscreen, NADH absorbance. inhibition, % at 4.8 µM. 1.2% of 360,000 active. AID 588335; in the data active = inhibition above about 30%;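 also: 0% = DMSO wells and 100% = wells lacking the enzyme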
Mtb BioA inh: blocks M. tuberculosis BioA enzyme activity; purified M. tuberculosis BioA enzyme, plate reader; inhibition, % at 9.99 µM; 0.096% of 360,000 active; in the data active = inhibition above about 40%; inconclusive = no clear call, values can overlap the other calls
BoNT F protease: blocks Botulinum neurotoxin F light chain protease | Multiplex microsphere protease cleavage assay, flow cytometry | inhibition, % at 10 µM | 0.22% of 360,000 active; in the data active = inhibition above about 35%, passing the limit was not always enough; inconclusive = no clear call, values can overlap the other calls; also: plate controls were buffer without enzyme for full effect and enzyme alone for no effect
FBA Mtb inh: Mtb fructose-bisphosphate aldolase inhibition. P9WQA3. purified M. tuberculosis FBA, fluorescence read-out. inhibition, % at 1 µM. 2.3% of 360,000 active; in the data active = inhibition above about 27%;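 also: 0% = vehicle and 100% = reference inhibitor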
Rv3671c inh: inhibitors of M. tuberculosis serine protease Rv3671c; inhibition, % at 5.96 µM; 0.048% of 320,000 active; AID 2606; in the data active = inhibition above about 38%;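 also: extracellular domain of Rv3671c used as enzyme; 0% = enzyme with DMSO and 100% = no enzyme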
Target sequence (P9WHR9 whole entry, looked up, the tested form may be a part): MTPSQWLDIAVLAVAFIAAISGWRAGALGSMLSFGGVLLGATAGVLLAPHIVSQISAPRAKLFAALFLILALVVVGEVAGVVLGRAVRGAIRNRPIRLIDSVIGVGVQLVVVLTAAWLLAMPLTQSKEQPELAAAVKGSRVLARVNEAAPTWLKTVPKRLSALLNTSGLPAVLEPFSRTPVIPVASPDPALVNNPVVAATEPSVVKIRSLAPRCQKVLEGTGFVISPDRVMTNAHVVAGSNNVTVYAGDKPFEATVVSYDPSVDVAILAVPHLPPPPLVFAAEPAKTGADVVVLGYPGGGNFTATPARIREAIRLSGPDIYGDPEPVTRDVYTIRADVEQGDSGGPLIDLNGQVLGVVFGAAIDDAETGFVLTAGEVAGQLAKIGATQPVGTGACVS
Starred values were filed as active, the others as inactive; ? = inconclusive; . = no result given; + = active, no number; & = joins results of further samples. Outcome played no part in choosing rows. About 4.8% of those tested had a hit in this group.

Sample of the layout (3 entries):
SMILES	PrPC surface inh	UGM FP inh	MazEF act	FadD28 binding	GDH-TPI inh	Mtb BioA inh	BoNT F protease	FBA Mtb inh	Rv3671c inh
COc1ccccc1N1CCN(C(=O)/C=C/c2ccco2)CC1	1	-2.4	-1	-0.7	22	.	-4	2	-5
COc1ccc(CCNC(=O)COC(=O)COc2c(C)cc(C)cc2C)cc1OC	-7	0.9	-2	-1.4	7	-0.1	-10	3	1
CCC(=O)c1ccc(OCC(=O)OC(C)C(=O)NCc2ccc3c(c2)OCO3)cc1 (stereo unspecified)	4	-3.2	-1	-1.0	-10	-1.3	-4	0	-4

Results, previewed entries included:
SMILES	PrPC surface inh	UGM FP inh	MazEF act	FadD28 binding	GDH-TPI inh	Mtb BioA inh	BoNT F protease	FBA Mtb inh	Rv3671c inh
COc1ccccc1N1CCN(C(=O)/C=C/c2ccco2)CC1	1	-2.4	-1	-0.7	22	.	-4	2	-5
COc1ccc(CCNC(=O)COC(=O)COc2c(C)cc(C)cc2C)cc1OC	-7	0.9	-2	-1.4	7	-0.1	-10	3	1
CCC(=O)c1ccc(OCC(=O)OC(C)C(=O)NCc2ccc3c(c2)OCO3)cc1 (stereo unspecified)	4	-3.2	-1	-1.0	-10	-1.3	-4	0	-4
CCCNC(=S)N1CCN(Cc2ccc3c(c2)OCO3)CC1	2	-2.4	-25	0.8	-5	25	20	1	11
O=C(C1CCN(CCc2ccccc2)CC1)N1CCOCC1	-9	.	5	0.4	13	-5.2	5	3	.
COc1ccc(/C=C/C(=O)N2CCN(c3ccccn3)CC2)c(OC)c1OC	-9	-2.1	11	-4.2	11	-0.4	10	-4	-5
O=C1c2ccccc2C(O)N1Cc1ccco1 (stereo unspecified)	-3	-0.8	0	-2.3	4	-0.6	-6	2	-4
O=C(OCc1ccccc1)/C(=C/c1ccc(Cl)cc1)NC(=O)c1ccccc1Cl	-2	2.5	-6	-1.8	2	-1.2	-4	3	1
Cc1cc(C)n(CC(=O)Nc2ccc(N3CCOCC3)c(Cl)c2)c(=O)c1C#N	2	-1.3	0	-2.0	2	4.3	-13	2	-2
O=C(COC(=O)Cc1ccc(Cl)cc1)NCc1ccc(Cl)cc1	-3	.	6	-1.6	5	1.1	-6	4	.
O=C(CN1CCN(Cc2ccc(F)cc2)C1=O)NCc1cccs1	5	0.2	4	0.5	10	-0.1	-2	2	3
CC[C@]12c3[nH]c4cc(-c5ccco5)ccc4c3CCN1C(=O)[C@@H](CC(=O)NC(C)(C)C)C[C@@H]2C(=O)N1CCN(C(=O)C2CC2)CC1	-3	.	1	-2.6	15	-0.8	-6	27*	.
CCCCC(=O)N1CCN(c2nc3ccc(Br)cc3s2)CC1	9	-5.4	1	-1.1	4	0.2	-2	6	5
CCOc1ccc(-n2ccnc(SCC(=O)NCCc3ccccc3)c2=O)cc1	-25	.	4	-3.9	6	-0.9	12	4	2
O=c1[nH]c(/C=C\c2ccccc2F)nc(O)c1[N+](=O)[O-]	-21	1.0	3	-2.1	30	-0.7	-18	-2	2
O=C(COC(=O)c1cccc(S(=O)(=O)N2CCOCC2)c1)NC1CCCCC1	2	.	-2	-2.6	-3	-0.4	-1	1	.
COc1cccc(OC)c1C(=O)Nc1c(C)n(C)n(-c2ccccc2)c1=O	-4	0.2	5	-3.0	-6	-1.1	1	0	0
COc1ccc(CCNC(=O)Cn2nnc(-c3ccc(OC)c(OC)c3)n2)cc1OC	5	2.5	5	-1.6	-1	.	0	3	9
CCCCN(CCCC)Cc1ccc(C(=O)NNC(=O)Nc2ccc(F)cc2)o1	-1	-0.5	0	-0.1	-5	.	2	3	3
Cc1nc(SCC(=O)NCC2CCCO2)[nH]c(=O)c1C (stereo unspecified)	-4	-2.6	2	-1.6	13	.	?	3	-3

Quoted from the listing.
Reading for `COc1ccc(/C=C/C(=O)N2CCN(c3ccccn3)CC2)c(OC)c1OC` in MazEF act: 11
Reading for `CCCCN(CCCC)Cc1ccc(C(=O)NNC(=O)Nc2ccc(F)cc2)o1` in MazEF act: 0
Reading for `COc1ccccc1N1CCN(C(=O)/C=C/c2ccco2)CC1` in FBA Mtb inh: 2

(next part)
SMILES	PrPC surface inh	UGM FP inh	MazEF act	FadD28 binding	GDH-TPI inh	Mtb BioA inh	BoNT F protease	FBA Mtb inh	Rv3671c inh
CCc1ccc(C2C(C(C)=O)=C(C(=O)OC)Nc3nnnn32)cc1 (stereo unspecified)	5	0.2	5	-0.7	16	-0.2	-26	3	6
CCCSCCCNC(=O)Cn1cc2c(n1)CCCCC2	-1	-0.8	-2	-1.4	-2	-0.9	-6	0	3
COc1cc(C)c(N)cc1C(C)C	-4	1.4	3	-1.3	-5	-0.1	4	2	-1
CCN(CC(=O)NCc1cccs1)C(=O)c1ccc(-c2ccc(F)cc2)o1	-2	0.8	-12	-2.2	16	-2.3	-2	3	2
Cn1c(CCN2CCCCC2)nc2cc(NC(=O)COc3ccccc3)ccc21	-3	0.2	8	-3.4	1	-0.2	-8	4	-10
CCOC(OCC)P(=O)(c1ccccc1)c1ccccc1	8	-0.2	-7	0.2	-1	-0.8	-3	4	2
O=C(Cn1ncn2c(cc3ccccc32)c1=O)NCc1ccco1	-2	-1.3	2	-1.3	9	.	5	9	0
O=S(=O)(Nc1cc(Cl)ccc1N1CCOCC1)c1ccccc1Cl	2	-1.2	6	1.5	5	-1.6	-3	1	4
Cc1ccc(OC(C)C(=O)N=Nc2c(O)[nH]c3ccc([N+](=O)[O-])cc23)cc1 (stereo unspecified)	-13	-3.3	10	-1.4	30	0.6	-4	-1	0
CCn1cc(C(=O)NCCCN2CCC(C)CC2)c(=O)c2cc(S(=O)(=O)N3CCOCC3)ccc21	4	-2.2	10	-0.2	13	0.9	0	1	6
CCCCn1c(O)c(C=Nc2c(C)n(C)n(-c3ccccc3)c2=O)c(=O)[nH]c1=O	-2	-2.0	2	1.4	28	0.3	-12	2	3
CCC(CO)Oc1cc(NCc2ccccc2Cl)c2ncn(C(C)C)c2c1 (stereo unspecified)	-5	-0.9	-1	0.5	11	1.1	-1	2	-1
COc1cc2c(cc1OC)[C@H](C)N(C(=O)CSc1nc(O)c(C(C)C)c(=O)[nH]1)CC2	1	1.7	5	-0.5	-2	0.2	-6	3	-1
COc1ccc2cc3cc(C(=O)NCCN4CCN(Cc5ccccc5)CC4)oc3nc2c1	-33	1.2	2	-7.0	20	0.2	-8	+	-1
C=CCOc1nc(-c2ccncc2)nc2ccccc12	0	-2.2	10	-2.0	11	-0.1	-23	1	2
Nc1ccc(Oc2ccc3c(c2)C(=O)NC3=O)cc1	4	-3.7	2	-1.4	1	-2.0	?	1	3
CCCc1cc(=O)[nH]c(SC(C)C(=O)Nc2ccc3c(c2)OCCO3)n1 (stereo unspecified)	2	0.8	0	-1.0	-1	0.9	-1	-2	-1
CCc1ccc(NC(=O)C(=O)NNC(=O)c2cccc(OC)c2)cc1	3	-0.2	3	-2.1	17	-1.4	-2	-4	1
O=C(Nc1nccs1)[C@@H]1CCCN1C(=O)c1cccs1	4	2.6	4	-3.6	-7	1.2	2	-7	10
Clc1cccc(-c2ccc3ncnc(NCc4cccnc4)c3c2)c1	-14	-1.2	9	-25	14	0.9	0	7	4
CCc1ccc(NC(=O)C(C)Nc2ccc(S(=O)(=O)NC(C)=O)cc2)cc1 (stereo unspecified)	-2	-1.0	0	0.8	17	3.2	-40	1	-8
CCOC(=O)N1CCN(C(=O)CNC(=O)c2nn(-c3ccc(OC)cc3)c(=O)c3ccccc23)CC1	-16	0.8	9	-0.5	8	.	-3	1	3
Cc1c(CC(=O)O)c(=O)oc2c(C)c(OCc3ccccc3Br)ccc12	0	-1.0	-6	-1.8	3	0.8	20	0	5
CCC(C)(C)C1CCc2c(sc(NC(=O)c3ccccc3C(=O)O)c2C#N)C1 (stereo unspecified)	-6	3.6	1	?	4	.	-4	0	-4
CC(C)(C)c1ccc(N2C(=O)CC(C/C=C/c3ccccc3)C2=O)cc1 (stereo unspecified)	-4	1.4	-4	-1.9	0	-0.5	-3	4	5
Cn1cccc1Cc1nnc(SCC(=O)NCC2CCCO2)n1CCc1ccccc1 (stereo unspecified)	-5	2.4	2	-2.4	-3	-1.0	2	-1	4
Oc1ccc(C[C@H]2CN([C@@H](Cc3ccc(O)cc3)CN3CCC[C@@H]3CN3C(=S)NC[C@@H]3Cc3ccccc3)C(=S)N2CCc2ccccc2)cc1	-14	.	.	-4.8	.	-2.4	-7	-2	.
FC(F)(F)c1ccc(Cl)c(NC(=S)N/N=C/c2ccccc2Cl)c1	4	3.7	-3	-1.5	12	-0.3	.	-1	7
Cc1cccc(OCc2nnc(N)s2)c1	4	-1.5	1	-1.6	0	-1.7	-3	1	3
COc1ccc(S(=O)(=O)N2CCCCCC2)cc1NC(=O)CCNC(=O)c1ccc(Cl)cc1	2	.	-3	-6.3	4	1.2	-4	-4	.
COc1cc(C2CC(=O)OC3=C2C(=O)CC(C)(C)C3)cc(OC)c1OC (stereo unspecified)	2	-2.7	7	-2.4	-2	.	1	0	4
O=C1CCCN1CN(C(=O)c1ccc2c(c1)OCO2)c1cccc(Cl)c1	-2	-2.0	-7	-2.9	-2	-1.0	10	1	4
CCOC(=O)CN1C(=O)C(O)(C2CCc3ccccc3C2=O)c2ccccc21 (stereo unspecified)	-3	4.2	4	-2.3	-2	-0.3	5	-3	2
C[C@H](CO)N1C[C@H](C)[C@@H](CN(C)S(=O)(=O)c2cccc(F)c2)OCc2cn(nn2)CCCC1=O	9	.	7	-0.7	-1	-0.1&2.0	1	2	.
CCCCNC(=S)N1CCN(CC)CC1	6	2.8	-1	-0.9	2	-1.2	-2	8	1
O=C(O)C(Cc1ccccc1)N1C(=O)/C(=C/C=C/c2ccco2)SC1=S (stereo unspecified)	-10	.	-34	39*	28	2.3	1	-10	.
CCCc1cc2c(cc1NC(=O)c1ccc(Br)cc1)OCO2	-4	0.6	2	1.1	7	0.5	-2	-1	3
Oc1c(CN2CCCCC2)ccc2cccnc12	6	.	4	-0.2	2	0.2	-61	0	.
Cc1ccc(NS(=O)(=O)c2c(C)nc3sccn3c2=O)cc1C	7	-0.5	12	-3.3	13	0.5	-13	-1	4
O=c1cc(CO)[nH]cc1OCc1ccccc1	-5	1.0	2	1.2	-3	-0.3	-6	6	5
O=C(c1cc2ccccc2oc1=O)N(Cc1cccc(Br)c1)C1CCS(=O)(=O)C1 (stereo unspecified)	-11	1.7	9	-1.2	11	0.8	2	1	-6
CC(C)(C)NS(=O)(=O)c1ccc(OCC(=O)Nc2ccc3c(c2)OCCO3)cc1	8	-0.5	6	.	-11	2.2	11	4	1
CC1CN(S(=O)(=O)N(C)C)CCN1S(=O)(=O)N(C)C (stereo unspecified)	6	1.7	4	-2.7	1	1.2	1	-2	6
COc1ccccc1/C=C/c1nc(C#N)c(N(C)C)o1	-10	3.0	8	-1.7	9	0.2	?	+	-3
CCOC(=O)c1c(C)[nH]c(C(=O)C(C)Sc2ccc(Cl)cc2)c1C (stereo unspecified)	7	1.0	0	-6.8	11	.	3	1	-8
CCn1c(C)nc2cc(C(=O)OC)ccc21	1	-1.0	0	0.7	4	.	3	-2	-1
COc1ccccc1N(CCOc1ccccc1)S(=O)(=O)c1ccccc1	2	2.8	-3	-3.8	1	-0.5	1	-2	-5
CCOc1ccc(NC(=O)CN2C(=O)COc3ccc(S(=O)(=O)N4CCCCC4)cc32)cc1	10	0.9	2	-1.4	-7	1.5	-2	0	10
CC(=O)Nc1ccc(NC(=O)C2Cc3c(-c4ccco4)ccnc3O2)cc1 (stereo unspecified)	-7	.	.	-0.5	13	-2.3	9	3	.
C[C@H]1COC(=O)[C@@H](NC(=O)OCC2c3ccccc3-c3ccccc32)C/C=C\C[C@H](CC(=O)NCCO)C(=O)N1	3	-1.4	11	-1.2	6	-1.7	-5	0	6
CCCNS(=O)(=O)c1cccn1-c1ncc(C(F)(F)F)cc1Cl	4	3.9	-2	-2.3	-2	-0.5	15	0	-5
CCN(CC)S(=O)(=O)c1ccc(OC)c(NC(=O)c2cc(C)on2)c1	-2	-1.3	-4	-2.9	1	-1.0	-2	2	5
